# Compound activity: PubChem BioAssay, National Center for Advancing Translational Sciences (NCATS)
# Vif-A3G inh: inhibitors of Vif-APOBEC3G interaction; Q9HC16; HeLa A3G-eYFP + Vif (tagged APOBEC3G with the HIV-1 protein that degrades it), YFP fluorescence, overnight; Potency, µM (series often up to 46.1 µM), inactives show top-dose activity, negative = active, usual class: inhibitors; hit rate 0.076% among 410,000;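 also: potency is read from the fitted curve at half-maximal effect; % is scaled to controls: 0 for no effect and ±100 for the full control effect; nearly all actives have a fitted effect of over 60% in size; hits raise eYFP signal because A3G escapes Vif-driven loss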
#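 HeLa cells stably expressing Vif and C-terminally eYFP-tagged A3G, seeded overnight at 37 deg C, then exposed to compound by pintool overnight at 37 deg C. Rise in yellow fluorescence (Ex 488/Em 500-530, Acumen) marks blocked Vif-driven A3G degradation.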
# GRP78 ERSR act: induces the endoplasmic reticulum stress response in human glioma cells | U87-MG GRP78 promoter luciferase reporter, 16 h | Potency, µM, without a hit: at the top dose activation, hits mostly activators | hit rate 0.02% among 420,000 | AID 602332; also: potency is read from the fitted curve at half-maximal effect; series mostly up to about 76 µM; % of control where 0% means no effect; nearly all actives have a fitted effect of over 35% in size
#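 ERSR induction read as luciferase luminescence (Bright-Glo, 10 min at room temperature) in stably transfected human U87-MG glioma cells exposed to compounds for 16 h, using GRP78 as sensor.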
# USP1 inh: USP1/UAF1 (human) deubiquitinase inhibition; Potency, µM (doses to about 57.1 µM), inactives show at the top dose activity change, negative = inhibition, most hits filed as inhibitors; hit rate 0.23% among 390,000; O94782; AID 743255; recombinant USP1/UAF1, Ub-Rhodamine cleavage fluorescence; also: potency is read from the fitted curve at half-maximal effect; % is scaled to controls: 0 for no effect and ±100 for the full control effect; nearly all actives have a fitted effect of over 60% in size; inactives centre near -12
#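 Step one: compound is pinned into 1nM USP1/UAF1 in HEPES pH 7.8 buffer with TCEP. Step two: 15 min room-temperature incubation. Step three: Ub-Rho (150nM final) starts cleavage, tracked by fluorescence over six one-minute reads.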
# TrxR1 substrate: is turned over as a substrate by rat TrxR1; hit rate 0.01% among 390,000; Potency, µM (highest dose often 114 µM), without a hit: top-dose activity change, negative = substrate turnover; AID 588456; O89049; purified TrxR1 substrate turnover, NADPH consumption readout; also: potency is read from the fitted curve at half-maximal effect; % is scaled to controls: 0 for no effect and ±100 for the full control effect; nearly all actives have a fitted effect of over 50% in size
# Target sequence (O89049 whole entry, looked up): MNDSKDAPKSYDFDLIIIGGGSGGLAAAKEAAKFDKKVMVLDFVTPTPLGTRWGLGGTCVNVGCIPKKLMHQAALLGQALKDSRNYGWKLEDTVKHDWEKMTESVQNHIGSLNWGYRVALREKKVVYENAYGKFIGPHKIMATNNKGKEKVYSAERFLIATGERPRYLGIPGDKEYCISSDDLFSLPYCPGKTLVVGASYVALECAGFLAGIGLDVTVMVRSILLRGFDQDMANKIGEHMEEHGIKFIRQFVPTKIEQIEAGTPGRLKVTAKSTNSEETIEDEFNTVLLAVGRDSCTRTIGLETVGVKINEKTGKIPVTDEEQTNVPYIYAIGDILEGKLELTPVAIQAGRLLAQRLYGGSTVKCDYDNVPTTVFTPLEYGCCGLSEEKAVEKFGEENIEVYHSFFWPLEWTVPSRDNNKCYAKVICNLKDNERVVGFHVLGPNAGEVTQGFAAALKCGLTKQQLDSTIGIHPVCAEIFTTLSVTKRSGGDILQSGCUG
#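 Rat TrxR1, dispensed at 90 nM, was prereduced with 400 uM NADPH (final) for 5 min at ~22 deg C, then incubated with compound 15 min before 400 uM selenite. A first-read NADPH fluorescence drop versus no-compound background flagged substrates.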
# RXFP1 ag: agonists of human relaxin receptor RXFP1; Q9HBX9; HEK293T-RXFP1 cAMP TR-FRET, 30 min; response scale: percent of porcine relaxin response, buffer zero; Potency, µM (doses to about 57.5 µM), without a hit: top-dose activation, most hits filed as activators; hit rate 0.3% among 370,000; AID 2676; also: potency is read from the fitted curve at half-maximal effect; % is scaled to controls: 0 for no effect and ±100 for the full control effect; nearly all actives have a fitted effect of over 60% in size; many of its hits are not listed in these tables
#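 cAMP rise read by TR-FRET after 30 min, 37C compound exposure (up to 58 uM) in RXFP1-transfected HEK293 cells with Ro 20174 present. EC50 from Hill-equation fits, with 29 nM porcine relaxin as 100% and buffer as basal.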
# Vif-A3F inh: blocks the Vif interaction with APOBEC3F | HeLa A3F-eYFP + Vif (tagged APOBEC3F with the HIV-1 protein that degrades it), YFP fluorescence increase | Potency, µM (top dose mostly 46.1 µM), inactives show top-dose activity, negative = active | hit rate 0.2% among 390,000 | AID 602313; also: potency is read from the fitted curve at half-maximal effect; % of control where 0% means no effect; nearly all actives have a fitted effect of over 65% in size
#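 HeLa cells stably expressing Vif plus C-terminally eYFP-tagged A3F were seeded, incubated overnight at 37 deg C, dosed with compound, incubated overnight again at 37 deg C. Yellow fluorescence (Ex 488/Em 500-530) reported blocked Vif-mediated A3F-eYFP degradation.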
# mIDH1 inhibitor: inhibitors of human mutant IDH1 R132H; O75874; IDH1-R132H enzyme, NADPH consumption, diaphorase/resazurin fluorescence; Potency, µM (highest dose often 76.6 µM), for inactives: at the highest dose activity change, negative = inhibition, usual class: inhibitors; hit rate 0.093% among 390,000; also: potency is read from the fitted curve at half-maximal effect; % is scaled to controls: 0 for no effect and ±100 for the full control effect; nearly all actives have a fitted effect of over 65% in size
#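 IDH1-R132H (0.5 ug/mL) preincubated 30 min with compound, then NADPH (0.016 mM) and alpha-KG (2 mM) added; 80 min at RT, pH 7.5. Remaining NADPH coupled via diaphorase/resazurin to fluorescence (540/590 nm); concentration-response curves normalized to no-enzyme control.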
# PI4K2A inh: PI4K2A (human) kinase inhibition. hit rate 0.13% among 420,000. activity change, negative = inhibition, % at 76.9 µM. AID 1346378. purified PI4K2A, ADP-Glo luminescence, 1 h; active compounds read low. Q9BTU6; in the data active = activity change below about -50%; inconclusive = mostly about -30% to -49%;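 also: -100% = wells without enzyme as full effect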
# Target sequence (Q9BTU6 whole entry, looked up): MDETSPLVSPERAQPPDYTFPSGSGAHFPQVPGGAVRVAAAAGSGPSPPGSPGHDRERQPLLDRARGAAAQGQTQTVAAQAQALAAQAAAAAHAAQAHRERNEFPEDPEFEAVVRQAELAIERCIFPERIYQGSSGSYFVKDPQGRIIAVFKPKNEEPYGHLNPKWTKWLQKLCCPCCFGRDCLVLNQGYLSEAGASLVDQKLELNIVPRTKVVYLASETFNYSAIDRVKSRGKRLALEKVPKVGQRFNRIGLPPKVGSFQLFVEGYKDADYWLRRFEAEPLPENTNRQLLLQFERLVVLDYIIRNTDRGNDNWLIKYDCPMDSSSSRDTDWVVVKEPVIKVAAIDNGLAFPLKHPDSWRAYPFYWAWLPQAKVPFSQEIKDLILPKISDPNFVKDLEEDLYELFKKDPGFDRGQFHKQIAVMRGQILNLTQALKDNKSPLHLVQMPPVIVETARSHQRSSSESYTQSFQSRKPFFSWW
#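 ADP-Glo luminescence measured ADP generated by PI4K2A enzyme (4 ug/mL before mixing) with 1.2 mM PI substrate (pre-mix) and 300 microM ATP (pre-mix). Tris pH7.5 buffer with MgCl2, Triton X-100; 1 h reaction at ambient temperature.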
# LDHA block: blocks human lactate dehydrogenase A; P00338; purified LDHA, NADH/diaphorase-resazurin fluorescence; active compounds read low; activity change, % (values are at about 110 or 230 µM); hit rate 0.15% among 480,000; in the data active = activity change below about -30%; inconclusive = mostly about -25% to -30%;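 also: plate controls were DMSO wells for no effect and wells without enzyme for full effect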
#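 Human LDH5 at 2 nM final in Tris HCl pH 7.4 with 0.06 mM NADH and 0.2 mM pyruvate, reacted 5 minutes at room temperature. Remaining NADH coupled via diaphorase/resazurin; resorufin fluorescence read at 0 and 20 minutes, normalized to enzyme-free and DMSO wells.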
# Numbers without * were called inactive; ? = inconclusive; nt = no result given; & = joins results of further samples; [ ] = remark or other dose. Unless noted, calls follow the shape of the dose curve; as a rule, active = well fitted curve in the direction sought with a large enough effect; inconclusive = small, poorly fitted or top-dose-only effect, or another doubt; inactive = no such curve, though single readings can be large; an effect the other way counts as inactive or inconclusive. The list is partial, so the mix of outcomes need not match the whole.
mol	Vif-A3G inh	GRP78 ERSR act	USP1 inh	TrxR1 substrate	RXFP1 ag	Vif-A3F inh	mIDH1 inhibitor	PI4K2A inh	LDHA block
CC(=O)c1c(C)[nH]c(C(=O)CSc2nc3ccccc3c(=O)n2CCCO)c1C	-3%	0%	-24%	3%[11.4 µM]	-1.6%	6%	-6%	-6	-2
N#CC1(NC(=O)COC(=O)c2nc(Cl)ccc2Cl)CCCCC1	1%	-2%	?	-6%	2.1%	-9%	0%	0	-1
N#C/C(=N\Nc1ccc(F)cc1)C(=N)N1CCCCC1	2%	1%	-1%	-7%	1.8%	4%	4%	-2	3
CN1C(=O)CSC1=S	-3%	-3%	-27%	3%	-0.8%	3%	5%	-2	-8
COc1cccc(C(=O)Nc2cc(-c3cn4cccnc4n3)ccc2C)c1OC	2%	1%	5%	71%[activator][57.1 µM]	0.6%	1%	3%	-10	0
CCN(CC)C(=S)SCC(=O)Nc1ccc(S(N)(=O)=O)cc1	-3%	0%	-23%	6%	-0.6%	0%	11%	-4	2
Cc1cc(C(=O)OCC(=O)Nc2ncc(C(F)(F)F)cc2Cl)c(C)o1	-3%	-2%	-17%	-2%	-0.8%	2%	8%	2	0
O=c1[nH]c(NC2CCCCC2)c([N+](=O)[O-])c(=O)[nH]1	0%	-3%	-9%	-4%	7.8%	12%	7%	1	-3
O=C(Nc1cccc2ncccc12)c1ccc(F)cc1	0%	-4%	-1%	-17%	0.7%	-16%	0%	-3	0
COc1ccc(-n2cnc3ccccc3c2=O)c([N+](=O)[O-])c1	2%	-3%	-7%	2%	0.7%	9%	1%	1	-8
CC(=O)N1CCN(c2ccc(Oc3nnnn3-c3ccccc3)cc2)CC1	1%	-2%	-14%	1%	0.8%	3%	0%	-1	0
CC1CCCC(C)N1CCCNC(=O)c1nn(C)c2c1CSc1ccccc1-2 (configuration not stated)	2%	-2%	-9%	2%	-1.4%	-20%	2%	-2	-1
N/C(=N\O)c1cccc(CS(=O)(=O)c2ccccn2)c1	-1%	-6%	-18%	-17%[57.1 µM]	0.0%	-10%	2%	4	-2
COC(=O)C1C(=O)c2c([nH]c(C(=O)OC3CCCC3C)c2C)CC1C (configuration not stated)	2%	0%	-22%	-5%	1.1%	1%	11%	3	-1
C[C@H](CO)N1C[C@H](C)[C@H](CN(C)Cc2ccc(Oc3ccccc3)cc2)Oc2cc(Br)ccc2S1(=O)=O	-4%	1%	-15%	nt	nt	?	-6%	3	-8
COc1nc(NCc2ccc(Cl)cc2)nc(OC)n1	0%	5%	6%	10%[57.1 µM]	0.8%	-3%	-3%	2	-8
COCCOC(=O)C1=C(N)OC2=C(C(=O)CC(C)(C)C2)C1c1cccnc1 (configuration not stated)	-4%	-4%	-8%	6%	-0.1%	0%	5%	3	-5
Cc1cc(C)c2c(n1)sc1c(-c3ccccc3)c(C#N)c(N)nc12	0%	-5%	-5%	28%[57.1 µM]	11%	1%	-1%	-10	-5
CCOC(=O)C1CCN(C(=O)c2ccccc2)C(CC)C1=O (configuration not stated)	-6%	-4%	-8%	15%[11.4 µM]	nt	12%	13%	-7	-7
N#CC1=C(N)N2C(=C(C#N)C13CCCC3)Nc1ccccc12	3%	4%	-10%	7%[57.1 µM]	3.3%	-8%	3%	0	-5
Cc1cc(C)n(-c2ccc(Cl)c(C(=O)NCc3ccccc3)n2)n1	-4%	-1%	-13%	5%[57.1 µM]	0.4%	-7%	27%	1	-10
Cc1[nH]c2ccccc2c1C(=O)C(=O)NCCC1=CCCCC1	-6%	0%	-3%	-11%	0.9%	-12%	11%	-3	-9
CCOC(=S)NC(=O)c1sc2ccccc2c1Cl	1%	2%	0%	-4%[57.1 µM]	10%	1%	6%	3	-7
O=c1c(-c2ccc(Cl)cc2)[n+]([O-])c2ccccc2n1O	-2%	3%	-6%	-13%	0.0%	-2%	10%	-3	14
CCN(CC)S(=O)(=O)c1cccc(NC(=O)CNc2cccc(S(=O)(=O)N3CCCC3)c2)c1	2%	-4%	-13%	-6%	-1.6%	3%	-1%	-2	-8
CCN(CC(=O)Nc1ccc2c(c1)OCCO2)Cc1nc2cc(Cl)ccc2c(=O)[nH]1	-10%	-4%	-7%	-7%	0.3%	2%	1%	-22	1
CCCCc1ccc(NS(=O)(=O)N(C)C)cc1	-5%	1%	-14%	-5%[57.1 µM]	3.0%	-25%	8%	2	4
C/C(CC(=O)Nc1ccc2c(c1)OCCO2)=N\NC(=O)c1ccccc1Cl	-3%	-5%	-7%	9%	0.9%	-3%	-2%	-2	-8
COC(=O)Cn1ncc2c3ccccc3n(Cc3ccccc3)c2c1=O	-12%	-3%	-4%	4%	-1.3%	-6%	8%	-5	-6
COc1ccc(NC(=O)c2cc(NC(=O)C3CCCCC3C(=O)O)ccc2N2CCOCC2)cc1 (configuration not stated)	0%	-3%	1%	-8%	-1.9%	8%	3%	2	-3
COCc1ccc(C(=O)N2CCc3c([nH]c4ccccc34)C2c2ccccn2)s1 (configuration not stated)	?	-2%	?	3%[57.1 µM]	-1.0%	-11%	6%	-2	-6
O=[N+]([O-])c1ccc2nc(SCc3ccccc3Cl)sc2c1	-3%	2%	-11%	0%	1.1%	1%	0%	7	5
COc1ccc(NC(=O)C(C)n2nc(C)c3c(C)n(-c4ccccc4)nc3c2=O)cc1Cl (configuration not stated)	-5%	0%	-12%	2%	2.1%	1%	-8%	-1	-3
CCN=C1S/C(=C\c2cc(Br)ccc2OCC(=O)OCC)C(=O)N1CC	-1%	-6%	-4%	19%	-2.1%	-15%	1%	-2	-8
CCc1ccccc1NC(=O)CNC(=O)CNC(=O)C1CCCCC1	-10%	-2%	-3%	1%	-1.4%	4%	-1%	1	-3
Cn1nc(C(=O)NCc2ccccc2)c2c1-c1ccccc1SC2	-4%	2%	-10%	-1%	0.4%	-2%	-16%	-14	3
CNc1c([N+](=O)[O-])cnn1-c1ccc(Cl)cc1	-6%	-2%	-15%	4%	5.2%	-3%	6%	-1	-4
CCc1ccccc1NC(=O)Nc1cccc(F)c1	1%	-3%	-4%	6%	0.3%	?	-1%	-2	6&0
CN(CC(=O)Nc1cccc(F)c1)C(=O)c1ccccc1Cc1ccccc1	-3%	-7%	-2%	-12%	1.7%	2%	3%	4	-2
COc1ccc(N(CC(=O)NC2CC3CCC2C3)S(=O)(=O)c2ccc(C)c([N+](=O)[O-])c2)cc1 (configuration not stated)	-3%	-3%	-16%	5%	-2.8%	-1%	4%	-4	-3
COc1ccc(-n2nnnc2C(CCSC)N2CCN(C/C=C/c3ccccc3)CC2)cc1 (configuration not stated)	2%	-5%	nt	nt	nt	nt	nt	-2	-3
CCOc1ccc(NC(=S)NCc2cccnc2)cc1	-1%	-2%	-21%	-14%[11.4 µM]	-1.5%	10%	8%	-3	-2
c1ccn2c(SCc3ccc4c(c3)OCCO4)nnc2c1	4%	-1%	-3%	-1%	0.0%	-4%	-2%	-5	-4
CCN(CC(=O)N1CCOCC1)S(=O)(=O)c1cc(Cl)ccc1Cl	0%	-5%	-3%	-10%	1.2%	-6%	5%	0	-8
Cc1ccc(SCC(=O)NCCSCc2ccccc2)cc1	0%	2%	-6%	5%	4.6%	5%	3%	5	-4
CC(=O)c1cccc(Nc2nc(N3CCOCC3)nc(N3CCOCC3)n2)c1	-1%	7%	-13%	-4%	-1.7%	-3%	14%	0	1
Cc1ccccc1CNC(=O)c1cc2cc(S(=O)(=O)N3CCCCC3)ccc2n1C	3%	-4%	?	4%[57.1 µM]	4.4%	0%	5%	-2	-11
CNS(=O)(=O)c1cccc(C(=O)OCC(=O)Nc2ccccc2OC(F)F)c1	1%	-4%	-2%	7%[57.1 µM]	1.2%	-10%	-1%	-1	0
CC(C)[C@H](NC(=O)[C@H](Cc1ccccc1)n1c(=O)[nH]c2ccccc2c1=O)C(=O)N1CCC[C@H]1C(=O)O	-5%	-1%	19%	0%	1.3%	-1%	-2%	3	-8
Cc1cc(C)nc(SCC(=O)c2c(N)n(C)c(=O)n(C)c2=O)n1	1%	-3%	-2%	3%	16%	1%	0%	2	-3

# Next part.
mol	Vif-A3G inh	GRP78 ERSR act	USP1 inh	TrxR1 substrate	RXFP1 ag	Vif-A3F inh	mIDH1 inhibitor	PI4K2A inh	LDHA block
O=C(Nc1ccccc1OC(F)F)c1ccc(N2CCCC2=O)cc1	-1%	-1%	4%	nt	nt	-1%	2%	-3	-8
CC(=O)NCCNC(=O)C1CCC(CNc2nc(=S)[nH]c3ccccc23)CC1 (configuration not stated)	1%	-2%	-19%	1%	3.8%	-1%	-4%	0	-3
COCCn1ccc2c(OCC(=O)NCCc3ccc(OC)c(OC)c3)cccc2c1=O	-2%	-4%	-26%	3%	0.9%	-3%	2%	0	-5
COc1cccc(Nc2cc(C)nc3nc(C)nn23)c1	2%	0%	-7%	-6%	0.3%	-16%	-5%	4	-7
CCOC(=O)C1(C)CCCN(C(=O)c2cc(C)on2)C1 (configuration not stated)	4%	1%	nt	nt	nt	nt	nt	-6	-5
